GAA spleen mod – inhibitors or activators of human alpha-glucosidase in spleen homogenate | Potency, µM (doses to about 79.9 µM), for inactives: top-dose activity change, negative = inhibition, actives largely listed as inhibitors | P10253 | human spleen homogenate, 4-MU-alpha-glucoside fluorescence | AID 2112 | hit rate 0.006% among 240,000;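 also: potency is read from the fitted curve at half-maximal effect; 0% = enzyme with vehicle and -100% = no enzyme basal signal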
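Human spleen homogenate (1 ug) with 4-methylumbelliferyl-alpha-D-glucopyranoside (1 mM final) in 50 mM citrate/phosphate pH 5.0, 0.01% Tween-20; 40 min at 37 C. Stopped at pH 10; 4-MU fluorescence Ex 365/Em 440 nm; AC50 by Hill fit.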
HttQ103 aggreg – reduces HttQ103-GFP aggregates in PC12 cells; PC12 HttQ103-GFP aggregates, Acumen cytometry, 40 h; Potency, µM (series often up to 46.1 µM), inactives show top-dose activity change, negative = inhibition, usual class: inhibitors; hit rate 1.1% among 220,000; AID 1688; also: potency is read from the fitted curve at half-maximal effect; % is scaled to controls: 0 for no effect and ±100 for the full control effect; nearly all actives have a fitted effect of over 60% in size
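Compounds (qHTS titration) were added to PC12 cells expressing an ecdysone-driven HTT exon 1 Q103–GFP fusion after induction with 100 nM tebufenozide. Aggregate formation was measured as GFP objects in cell lysates.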
Lamin A splicing – modulators of lamin A splicing; Potency, µM (titrated, usually from 46.1 µM), for inactives: at the top dose ratio change, negative = inhibition, most hits filed as inhibitors; AID 1487; hit rate 0.01% among 200,000; HeLa LMNA splicing GFP/RFP minigene ratio, 48 h; active = well fitted inhibition curve with a large enough effect in the signal ratio, with a control signal flat, not every such curve was filed as active; inconclusive = small, poorly fitted or top-dose-only effect, or effect the other way, or a change in a side signal; the % refers to the signal ratio; also: potency is read from the fitted curve at half-maximal effect; % is scaled to controls: 0 for no effect and ±100 for the full control effect
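S3 HeLa cells stably expressing lamin A-EGFP splicing minigene plus DsRed2, 600 cells/well, 48 h compound exposure at 37C. Laser-scanning cytometry; analysed as GFP (500-530 nm)/RFP (575-640 nm) total intensity ratio; 0.5% DMSO vehicle.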
GAA glycogen – alters human alpha-glucosidase cleavage of glycogen; hit rate 0.38% among 300,000; Potency, µM (top dose mostly 76.4 µM), without a hit: at the highest dose activity change, negative = inhibition, most hits filed as inhibitors; recombinant GAA, glycogen substrate, Amplex Red glucose oxidase fluorescence;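 also: potency is read from the fitted curve at half-maximal effect; 0% = full enzyme reaction and -100% = no-enzyme basal signal; the screen sought inhibitors and activators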
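qHTS, 1536-well; enzyme 4 nM final; cpd up to 77 uM; substrate bovine liver glycogen 30 ug; 50 mM citrate/phosphate pH 5.0, 0.01% Tween-20; 37 C, 40 min; Amplex Red detection 45 min RT; Hill fit → AC50.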
GAA inhib – blocks human lysosomal alpha-glucosidase | P10253 | purified human GAA, 4-MU-alpha-glucoside fluorescence | Potency, µM (highest dose often 76.9 µM), for the others: at the highest dose activity change, negative = inhibition, hits mostly inhibitors | hit rate 0.005% among 200,000;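 also: potency is read from the fitted curve at half-maximal effect; plate controls were uninhibited enzyme wells for no effect and no-enzyme background for full effect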
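Activity normalized between no-enzyme (basal) and enzyme-only wells. Conditions: 4 nM human enzyme, 400 uM fluorogenic substrate, citrate/phosphate pH 5.0 with Tween-20, 20 min room temperature, compounds up to 77 uM.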
CBFb RUNX1 block – blocks binding between human CBF-beta and RUNX1 | Q01196+Q13951 | AlphaScreen CBFb-His/RUNX1-biotin binding, biochemical | Potency, µM (top dose mostly 59.8 µM), without a hit: at the top dose activity, negative = inhibition, usual class: inhibitors | 230,000 tested, under 10 active; also: % of control where 0% means no effect
Target sequence (Q01196 whole entry, looked up): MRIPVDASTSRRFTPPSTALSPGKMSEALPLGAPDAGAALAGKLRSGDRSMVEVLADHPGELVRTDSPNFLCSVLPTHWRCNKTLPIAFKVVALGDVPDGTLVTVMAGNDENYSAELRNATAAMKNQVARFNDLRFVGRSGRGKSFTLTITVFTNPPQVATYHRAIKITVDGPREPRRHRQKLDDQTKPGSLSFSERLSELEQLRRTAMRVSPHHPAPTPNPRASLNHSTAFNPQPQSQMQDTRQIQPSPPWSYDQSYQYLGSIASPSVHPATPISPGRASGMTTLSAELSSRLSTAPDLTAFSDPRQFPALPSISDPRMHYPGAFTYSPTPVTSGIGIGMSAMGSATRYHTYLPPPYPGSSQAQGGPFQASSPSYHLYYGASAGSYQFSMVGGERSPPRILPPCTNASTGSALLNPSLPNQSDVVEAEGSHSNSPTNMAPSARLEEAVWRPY
Target sequence (Q13951 whole entry, looked up): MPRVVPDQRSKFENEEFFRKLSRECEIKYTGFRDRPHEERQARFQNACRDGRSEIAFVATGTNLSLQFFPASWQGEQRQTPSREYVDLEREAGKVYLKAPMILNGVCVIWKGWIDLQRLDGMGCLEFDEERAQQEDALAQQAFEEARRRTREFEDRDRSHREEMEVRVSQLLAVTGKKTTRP
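Read-out: AlphaScreen. Format: His-CBF-beta with biotinylated RUNX1 (30 nM each) preincubated 20 min, compound 15 min, Ni-chelate plus streptavidin beads 90 min; room temperature throughout.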
HTT cytoprotect – cytoprotection in Huntington HTT-Q103 PC12 cell model; PC12 HTT-Q103 induced, cytoprotection, ATP luminescence, 40 h; Potency, µM (titrated, usually from 56.4 µM), without a hit: cytoprotection (ATP increase), most hits filed as activators; hit rate 0.14% among 230,000; AID 1471;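 also: potency is read from the fitted curve at half-maximal effect; % of control where 0% means no effect; nearly all actives have a fitted effect of over 45% in size; toxic huntingtin expression switched on by the ecdysone agonist tebufenozide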
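Quantitative HTS on tebufenozide-induced (100 nM) PC12 cells expressing HTTQ103 exon 1–GFP; compounds tested as a concentration series; survival measured via cellular ATP.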
Numbers without * were called inactive; ? = inconclusive; · = no result given; & = joins results of further samples; [ ] = another dose, or the depositor's remark. Unless noted, calls follow the shape of the dose curve; as a rule, active = well fitted curve in the direction sought with a large enough effect; inconclusive = small, poorly fitted or top-dose-only effect, or another doubt; inactive = no such curve, though single readings can be large; an effect the other way counts as inactive or inconclusive.

SMILES | Lamin A splicing | GAA spleen mod | GAA glycogen | CBFb RUNX1 block | GAA inhib | HTT cytoprotect | HttQ103 aggreg
COc1cc(/C=N/n2cc(-c3ccccc3)[nH]c2=S)cc(OC)c1O | · | -0.2% | ? | -0.9% | · | 2.4%[10 µM] | 3.6%[9.22 µM]
Cc1cc(Cl)ccc1OCc1nc(-c2ccncc2)no1 | -23.7%[46 µM] | -1.2% | -8.9% | 10.0% | -0.3% | -28.5% | -14.5%
CCC1CCCCN1CCCNC(=O)COc1cc(=O)n(C)c2ccccc12 (stereo not drawn) | 1.4% | 4.9% | 5.7% | 0.9% | 6.1% | 13.3% | 25.7%
CCCNc1nc(-c2cc(-c3ccc(Cl)cc3)on2)cc(C(C)C)n1 | · | -1.3% | 0.1% | 8.8% | · | 17.8%[10 µM] | 18.0%[9.22 µM]
COC(=O)CN1C(=O)C(O)=C(C(C)=O)C1c1ccc([N+](=O)[O-])cc1 (stereo not drawn) | 8.8% | -6.5% | -0.2% | 1.3% | 2.2% | 19.6% | 3.5%
Clc1nc(-c2n[nH]nc2Cl)n[nH]1 | -5.0% | -5.5% | -6.2% | 9.7% | -5.0% | 11.6%[10 µM] | -6.2%
COc1cc(SC)ccc1C(=O)NCc1ccccc1 | -11.0% | -4.6% | -3.3% | -5.6% | 2.4% | 22.5%[10 µM] | 9.7%
COC(=O)CSc1nc2cc(C)ccc2cc1C#N | -1.4% | -7.9% | -0.7% | 0.8% | -2.3% | -53.0%[inhibitor] | -9.0%
O=C(c1cccc(Cl)c1)N1CCC(c2nc3ccccc3[nH]2)CC1 | 0.1%[9.22 µM] | 1.4% | -2.5% | -6.3% | 2.1% | -11.2% | 11.8%
CN(Cc1ccc(-n2cccn2)cc1)Cc1cn(C)nc1-c1ccccc1F | 5.3%[46 µM] | -7.5% | -8.2% | 1.8% | 2.1% | -0.1%[10 µM] | 6.6%[9.22 µM]
CCc1nnc(NC(=O)CCC(=O)N2CCN(Cc3cc(Cl)ccc3OC)CC2)s1 | 14.1% | 2.1% | -1.7% | -2.5% | -9.5% | -9.0%[0.074 µM] | 18.1%
CCC(NC(=O)CCc1ccccc1)c1ccccc1 (stereo not drawn) | -11.0%[46 µM] | 3.9% | 26.9% | 2.7% | 2.3% | -22.4% | 11.2%
COc1ccc(COC(=O)C2=C(C)NC(=O)NC2c2ccc(O)c(OC)c2)cc1 (stereo not drawn) | -2.7% | 9.6% | -29.6% | -4.7% | -1.4%[15.4 µM] | -6.2%[10 µM] | ?
COc1ccc(/C=N\NC(=O)C2=NNC(=O)C2C)cc1 (stereo not drawn) | 5.1% | -7.7% | 28µM* | 1.4% | 4.7% | -114.1%[inhibitor] | 6.7%
O=C(NC1CCN(C(=O)c2cccs2)CC1)c1ccccc1 | · | 6.5% | -2.2% | -8.2% | · | 34.8%[10 µM] | 13.6%[9.22 µM]
CCC(=O)Nc1cccc(NC(=S)NC(=O)Cc2ccccc2)c1 | ? | ? | -2.8% | 0.5% | -3.3% | -49.9%[inhibitor] | 4.5%
CC(=O)CCc1c(C)c2cccc(C)c2[nH]c1=O | ? | -3.5% | -2.0% | 3.1% | -2.8%[15.4 µM] | -11.8% | 15.0%[9.22 µM]
Nc1cc(C(=O)O)ccc1N1CCCCC1 | -0.8% | -2.2% | ? | -16.0% | -6.0% | 3.3%[10 µM] | -8.5%
O=C(CN(c1cccc(C(F)(F)F)c1)S(=O)(=O)c1ccc(Cl)c([N+](=O)[O-])c1)NCc1ccccc1Cl | ? | 5.7% | 9.2% | 1.7% | -8.5% | 1.1%[10 µM] | ?
CN(C)C(=O)c1ccc(-c2cncnc2N2CCNCC2)cc1 | 1.3% | 8.2% | · | · | · | 5.3% | ·
COc1ccc(-c2nc(CSCC(=O)NCC3CCCO3)c(C)o2)cc1OC (stereo not drawn) | 5.3% | -7.2% | -0.6% | 2.7% | 12.4% | -31.9% | 22.4%
Cc1c(NS(=O)(=O)c2cccc(C(=O)NCc3ccncc3)c2)c(=O)n(-c2ccccc2)n1C | 11.8% | 4.1% | 6.8% | 6.4% | -3.3% | -0.5% | 4.1%
COc1c2c(nc3occc13)C(CCC(C)(C)O)(OC)C(O)CC2 (stereo not drawn) | 2.9% | -16.8% | 12.3% | 6.0% | -6.0% | 8.8% | 5.3%[9.22 µM]
CCn1cc(CN2CCCC(CO)(Cc3cccc(Cl)c3)C2)cn1 (stereo not drawn) | 6.6%[46 µM] | -2.1% | 11.1% | 4.9% | 8.5% | 16.5%[10 µM] | 15.1%[9.22 µM]
O=C(Nc1cccc(C(F)(F)F)c1)c1ccco1 | -10.2% | 9.0% | -1.1% | 15.5% | -10.6% | -10.0%[0.074 µM] | 3.6%

The last 4 entries of the section before come first, to join the parts.
SMILES | Lamin A splicing | GAA spleen mod | GAA glycogen | CBFb RUNX1 block | GAA inhib | HTT cytoprotect | HttQ103 aggreg
Cc1c(NS(=O)(=O)c2cccc(C(=O)NCc3ccncc3)c2)c(=O)n(-c2ccccc2)n1C | 11.8% | 4.1% | 6.8% | 6.4% | -3.3% | -0.5% | 4.1%
COc1c2c(nc3occc13)C(CCC(C)(C)O)(OC)C(O)CC2 (stereo not drawn) | 2.9% | -16.8% | 12.3% | 6.0% | -6.0% | 8.8% | 5.3%[9.22 µM]
CCn1cc(CN2CCCC(CO)(Cc3cccc(Cl)c3)C2)cn1 (stereo not drawn) | 6.6%[46 µM] | -2.1% | 11.1% | 4.9% | 8.5% | 16.5%[10 µM] | 15.1%[9.22 µM]
O=C(Nc1cccc(C(F)(F)F)c1)c1ccco1 | -10.2% | 9.0% | -1.1% | 15.5% | -10.6% | -10.0%[0.074 µM] | 3.6%
C(=C\c1ccccc1)/CN1CCN(c2ncnc3c2oc2ccccc23)CC1 | ? | 3.2% | -0.8% | -18.9% | ? | -188.8%[inhibitor][0.074 µM] | 6.31µM*
C[C@@H]1C[C@H]2[C@@H]3CCC4=CC(=O)C=C[C@]4(C)[C@@]3(F)[C@@H](O)C[C@]2(C)[C@@]1(O)C(=O)COP(=O)(O)O | 7.7% | 0.6%&0.0% | 1.9%&9.3% | 0.6%&2.9% | 15.6%&-1.3%[15.4 µM] | · | 1.5%
COc1ccc(O)c(C(=O)c2cnc3nc4ccccc4n3c2)c1 | ? | 0.7% | -7.5% | -0.1% | 3.9% | -20.0%[10 µM] | -8.1%
CN(C)C(=O)c1cc2cc(Br)ccc2s1 | ? | · | -0.3% | 4.6% | -3.6% | -35.1%[inhibitor] | -8.4%
COC(=O)CSc1ncccc1-c1nc2ccccc2[nH]1 | -5.4% | 4.7% | -11.4% | 4.0% | ? | -44.9%[10 µM] | 5.2%
CC(C)Oc1cc(O)c2c(=O)c(-c3ccc(O)cc3)coc2c1 | -14.3% | -4.6% | -1.1% | 4.2% | -9.9% | -21.6%[10 µM] | -21.3%
Cc1nc(C)c(C(=O)Nc2nc3c(C)cccc3s2)o1 | -5.6% | -6.0% | 7.5% | -20.9% | -19.5% | -0.8% | 5.8%
CCOC(=O)CP(=O)(c1ccccc1)c1ccccc1 | 7.9% | 9.7% | 8.4% | 3.9% | 0.7% | 26.6% | 7.1%
O=C(CN1C(=O)NC2(CCc3ccccc32)C1=O)c1ccc2c(c1)OCCO2 (stereo not drawn) | -10.9% | 4.2% | -4.7% | -4.0% | -1.2% | -25.3%[10 µM] | -12.0%
Cc1cc(=O)c2cc(C(=O)c3ccccc3)ccc2[nH]1 | · | -0.1% | 3.8% | 7.1% | · | -7.3%[10 µM] | -34.5%[9.22 µM]
Cc1ccc(-c2nn(-c3ccccc3)cc2CNCc2ccccc2)cc1 | ? | -13.2% | -16.9% | 1.3% | -11.2% | -39.0%[inhibitor] | ?
COc1cccc(OCCNC(=O)CSc2ccc(C(F)(F)F)cc2[N+](=O)[O-])c1 | -6.2% | -0.6% | 4.5% | 1.5% | -6.4% | 1.2%[10 µM] | 16.8%
CCOCCCNC(=O)c1ccc(N2CCOCC2)c(NS(=O)(=O)c2ccc(OC)cc2)c1 | · | -2.5% | -3.9% | 10.5% | -1.2% | -35.3%[inhibitor] | 0.3%
CCN(c1ccccc1)S(=O)(=O)c1ccc(NC(=O)C(C)(C)C)cc1 | 1.5% | -6.2% | -7.9% | 3.1% | -4.8% | 11.0% | -12.4%
O=C(Oc1ccccc1)c1ccc(COC(=O)c2cnccn2)cc1 | -5.8% | 4.7% | 4.7% | -0.5% | -0.1% | 15.1% | -5.2%
C(=N\Nc1nc2ccccc2[nH]1)/c1ccccn1 | · | -1.4% | ? | ? | 3.7% | -198.6%[inhibitor] | 7.08µM*
O=C(Nc1ccccc1)C1=C[C@H](c2coc3ccccc3c2=O)C[C@H](OCc2ccc(CO)cc2)O1 | · | 5.0% | -10.7% | 2.8% | · | -10.3%[10 µM] | 8.3%[9.22 µM]
COCCCNC(=S)NNC(=S)Nc1ccc(OC)cc1 | · | 0.9% | 4.47µM* | 12.4% | · | 20.3%[10 µM] | -7.0%[9.22 µM]
O=C(O)c1ccc(C(=O)O)cc1 | · | -1.6% | · | 15.7%[21.7 µM] | · | ? | ·
O=C(Nc1ccn(Cc2ccc(Cl)cc2)n1)c1ccc2c(c1)OCO2 | ? | -7.8% | -1.0% | -4.5% | -2.2% | -4.2% | -7.6%
CC(=O)NNc1cccc(Cl)n1 | 16.1% | 3.4% | -6.2% | -3.3% | -2.7% | -0.7% | 18.6%
O=C(Cc1ccc(-c2ccccc2)cc1)NCc1cccnc1 | ? | 4.8% | 17.4% | -2.0% | 13.6% | 30.6%[10 µM] | 20.0%[9.22 µM]
CCc1nc(C)cc2c1sc1ccccc12 | · | 5.1% | 4.6% | 16.4% | · | 2.8%[10 µM] | 7.1%[9.22 µM]
CC(=O)c1ccc(OCC(O)CN2C(C)(C)CC(O)CC2(C)C)cc1 (stereo not drawn) | 5.3% | -16.5% | -11.9% | -0.9% | -1.6% | 1.2% | -8.1%
Cc1cc(N2C(=O)C3CC=CCC3C2=O)no1 (stereo not drawn) | -3.0% | 6.9% | 2.8% | 8.5% | -2.4% | 5.7%[1.9 µM] | 7.0%
CCCCC(Sc1nc(N)c(NC(=O)c2ccc(OC)cc2)c(=O)[nH]1)C(=O)O (stereo not drawn) | 8.6%[46 µM] | 6.8% | 5.0% | -0.4% | -6.3% | -57.3%[inhibitor][10 µM] | -8.5%
CCOc1cc(/C=N/NS(=O)(=O)c2ccc(OC)cc2)ccc1OCCN1CCOCC1 | -4.7% | -6.6% | -0.7% | 0.8% | -4.2% | 20.6%[10 µM] | 4.3%
